Cneo AK release = causes C. neoformans cell lysis | adenylate kinase release luminescence, 4 h; normalised: neutral wells 0, clomiphene wells 100 | lysis activity, % at 15 µM | 360,000 compounds, 0.2% hits;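 active = mean lysis activity across replicates of at least 80%, whatever share of replicates individually reach that level; inactive = mean lysis activity below 80%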
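Assay system: log-phase C. neoformans yeast / Quantity: yeast cell density of 5 × 10^6 cells/mL / Medium: fresh YPD growth medium / Compound: single dose / Timing: static 4 h at 37 °C with compound, 1 h detection / Measured by: adenylate kinase release luminescence / Read-out: lysis from increased AK signal / Benchmarks: Clomiphene as positive lysis control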
LGR2 antag = inhibitors of bursicon-induced Drosophila LGR2 receptor cAMP signaling. HEK293 LGR2, CRE-luciferase, bursicon-stimulated, 4 h. inhibition, % at 9.99 µM. 380,000 compounds, 0.35% hits. AID 720647;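 active = drop in luminescence signal, shown as inhibition above about 50% in the replicate tests, limit read from the data, passing the limit was not always enough; inconclusive = probably only some replicates passing the limit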;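 also: agonist challenge used bursicon conditioned medium at about half maximal strength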
Statin myotox sup = suppressors of simvastatin-induced myotoxicity in C2C12 myotubes | AID 602340 | ATP luminescence, 48 h; scaled: DMSO 0, geranylgeraniol control 100 | 330,000 compounds, 0.78% hits | rescue of ATP level, % at 7.49 µM;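 active = mean ATP rescue above about 67%, or every replicate alone reaching that limit, limit read from the data, passing the limit was not always enough; inconclusive = no clear call, values can overlap the other calls; inactive = mean under the limit and some replicate under it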;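 also: myotubes were challenged with 10 µM simvastatin during compound exposure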
XiGFP reactiv = X-chromosome reactivation activator. XiGFP mouse fibroblasts, % GFP-positive cells imaging, 3 d; cells co-treated with 5-aza-dC sensitizer; scaled so ellipticine positive control = 100%. activation, % at 7.58 µM. AID 743238. 360,000 compounds, 0.055% hits;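 active = mean normalized replicate activation at least 10% and every replicate at or above 10%; inconclusive = only one of the two criteria met; inactive = mean below 10% and not all replicates reach 10%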;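 also: 0% = median of on-plate neutral control wells and 100% = ellipticine 6 µM median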
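System: 68-5-11 XiGFP fibroblast line | Buffer or medium: DMEM containing 5-aza-dC | Compound: Single point | Times: Compounds 3 days, fix/stain 15 min at room temperature | Benchmarks: Positive control ellipticine, 6 µM final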
S100A4 inh HTS = inhibitors of human S100A4 binding to myosin IIA peptide; P26447; S100A4/TAMRA-MyoIIA peptide fluorescence polarization; inhibition, % at 10.7 µM; 360,000 compounds, 0.14% hits; AID 652163;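 active = mean inhibition of at least 70% across replicates, with every replicate also reaching that level; inconclusive = mean inhibition reaches 70% but some replicates fall short; inactive = mean inhibition below 70%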
Target sequence (P26447 whole entry, looked up): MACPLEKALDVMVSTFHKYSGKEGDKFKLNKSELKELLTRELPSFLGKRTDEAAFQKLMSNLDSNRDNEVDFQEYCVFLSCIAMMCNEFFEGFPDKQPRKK
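incubation = readout 5 min after mixing, signal stable up to 60 min | system = S100A4 monomer protein | buffer or medium = HEPES pH 7.2 with CaCl2, KCl, NaCl, DTT, Triton | benchmarks = neutral control DMSO, positive control TFP | also added = fluorescent myosin IIA peptide, 5 nM | compound dosing = one concentration per compound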
ERAP1 inh = ERAP1 (human) enzyme inhibition; recombinant ERAP1, Leu-AMC fluorescence, 60 min; Q9NZ08; AID 652197; inhibition, % at 10.7 µM; 340,000 compounds, 0.15% hits;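 active = mean replicate inhibition of at least 30%, or all replicates individually reaching that 30% level; inactive = mean below 30% and not every replicate reaching it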;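 also: 0% = neutral control wells and 100% = L-leucinethiol positive control wells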
Target sequence (Q9NZ08 whole entry, looked up): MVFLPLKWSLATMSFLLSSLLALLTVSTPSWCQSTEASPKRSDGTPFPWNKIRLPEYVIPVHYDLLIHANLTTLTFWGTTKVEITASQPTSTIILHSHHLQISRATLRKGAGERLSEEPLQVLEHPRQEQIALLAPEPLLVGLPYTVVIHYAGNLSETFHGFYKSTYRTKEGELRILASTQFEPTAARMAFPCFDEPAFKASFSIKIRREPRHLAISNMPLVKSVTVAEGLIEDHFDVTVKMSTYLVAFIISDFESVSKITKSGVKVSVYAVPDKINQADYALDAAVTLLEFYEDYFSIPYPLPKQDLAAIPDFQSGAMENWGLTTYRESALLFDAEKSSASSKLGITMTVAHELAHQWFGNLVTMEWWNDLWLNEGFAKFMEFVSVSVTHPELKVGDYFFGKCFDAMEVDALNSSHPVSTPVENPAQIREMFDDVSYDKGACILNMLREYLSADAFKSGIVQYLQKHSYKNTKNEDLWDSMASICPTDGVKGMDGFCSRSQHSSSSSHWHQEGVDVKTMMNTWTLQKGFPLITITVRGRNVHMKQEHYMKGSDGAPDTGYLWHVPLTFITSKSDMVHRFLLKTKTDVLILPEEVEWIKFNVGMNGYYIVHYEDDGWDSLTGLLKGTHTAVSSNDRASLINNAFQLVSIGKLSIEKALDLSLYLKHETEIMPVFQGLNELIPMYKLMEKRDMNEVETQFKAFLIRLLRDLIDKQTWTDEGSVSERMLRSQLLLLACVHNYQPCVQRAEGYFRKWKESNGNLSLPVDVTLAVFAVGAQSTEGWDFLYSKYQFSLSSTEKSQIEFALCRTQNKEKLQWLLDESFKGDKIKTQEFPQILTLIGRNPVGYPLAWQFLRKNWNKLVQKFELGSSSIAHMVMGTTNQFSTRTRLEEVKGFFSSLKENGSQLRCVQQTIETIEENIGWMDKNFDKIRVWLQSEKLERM
SIRT5 block = blocks human SIRT5 desuccinylation of peptide; Q9NXA8; Purified SirT5, succinyl-peptide AMC, trypsin-coupled fluorescence; inhibition, % at 15 µM; 330,000 compounds, 1.1% hits; in the data active = inhibition above about 15%; inconclusive = no clear call, values can overlap the other calls
PGC1a acetyl inh = modulators of PGC1a acetylation; AID 651687; inhibition, % at 15.6 µM; 350,000 compounds, 0.17% hits; U2OS PGC1a acetylation, AlphaScreen anti-acetyl-lysine; with virally co-expressed GCN5 acetyltransferase;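 active = every replicate shows inhibition of at least 40%; inconclusive = mean inhibition at least 40% but some replicate below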;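 also: 0% = neutral control wells and 100% = positive control wells; some results beyond the cut were filed as inactive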
Active calls of the source: *; ? = inconclusive; / = not tested or not shown; & = joins results of further samples. These rows are one share of the data (hit frequency here may not be typical).

SMILES	Cneo AK release	LGR2 antag	Statin myotox sup	XiGFP reactiv	S100A4 inh HTS	ERAP1 inh	SIRT5 block	PGC1a acetyl inh
O=C1CSC(c2cn(-c3ccccc3)nc2-c2cc3ccccc3oc2=O)N1Cc1cccnc1 (centres undefined)	-3	6	-2	/	2	0	-4	-11
O=C(COC(=O)/C=C/c1ccccc1)NNC(=O)c1ccccc1F	-2	-17	-9	0.2	-3	-1	4	/
CC(C)CC#Cc1ccc([C@@H]2[C@H](CO)N3CCCCN(S(=O)(=O)c4ccc(F)cc4)C[C@@H]23)cc1	3	-1	-7	0.0	1	-1	0	-17
O=C(O)c1ccc(Cn2c(SCc3cc(=O)n4cc(Br)ccc4n3)nc3ccsc3c2=O)cc1	/	16	/	0.3	2	-16	-4	/
COc1ccc(CCNC(=O)[C@@H]2c3ccccc3C(=O)N(CC34CC5CC(CC(C5)C3)C4)[C@H]2c2ccc(CO)cc2)cc1	-6	/	/	/	7	1	1	-6
CN(C)CCN1CCN(C2CN(Cc3ccccc3)S(=O)(=O)C2)CC1 (centres undefined)	1	-4	8	0.0	0	/	-4	0
COc1ccc(NC(=O)Nc2ccc3c(c2)C(=O)N([C@@H](C)CO)C[C@@H](C)[C@@H](CN(C)C)OCCCC[C@H](C)O3)cc1	-2	3	2	0.1	32	-1	8	13
Cc1cc(NS(=O)(=O)c2ccc(NC(=O)NC3CCCCC3)cc2)no1	0	4	32	/	-1	0	2	1
Cc1ccccc1C(=O)NNC(=S)Nc1cccc(C(F)(F)F)c1	-5	13	-1	0.0	0	1	1	-33
COc1cccc(CNCc2ccccc2Br)c1OC	2	2	3	0.3	10	-1	4	1
Cc1ccc(F)cc1S(=O)(=O)N[C@@H]1CCN(C(=O)c2ccc(OC(C)C)cc2)C1	0	/	/	/	-15	-1	-41	-5
Nc1nc(COC(=O)C2CC(=O)N(CCc3ccccc3)C2)nc(Nc2ccccc2)n1 (centres undefined)	2	-12	0	-0.1	-5	2	0	2
Cc1onc(-c2ccccc2)c1C(=O)OCC(=O)N(CC(C)C)c1c(N)n(Cc2ccccc2)c(=O)[nH]c1=O	/	-8	/	0.1	-1	3	-2	/
CCOC(=O)[C@H](C)N1[C@H](C)[C@H](c2ccccc2)Oc2ccc(Cl)cc2S1(=O)=O	1	5	-23	0.1	-5	0	-2	/
CC1(C)CC(NC(=O)c2cc(S(=O)(=O)N3CCOCC3)c(Cl)cc2Cl)CC(C)(C)N1	/	-1	/	0.2	-11	-2	-6	/
Cc1nc2ccccn2c1CN(C)C(=O)C1CCC(=O)N(CCc2cccc(F)c2)C1 (centres undefined)	0	-4	15	0.0	3	2	-10	-16
O=Cc1cn(-c2ccccc2)nc1-c1cccc([N+](=O)[O-])c1	1	-28	-7	0.1	-2	-2	-4	/
CC(=O)CC(=O)Nc1ccc(Cl)cn1	/	-18	/	0.0	1	0	-3	/
CCN(CC(=O)Nc1cc(Cl)ccc1Cl)C(=O)c1ccc(-n2cccn2)cc1	-1	5	-11	-0.2	15	1	-4	11
CC1CC1C(=O)OCC(=O)Nc1cccc(F)c1 (centres undefined)	-1	-10	1	0.0	0	1	-2	/
CCN(CC)CCCNC1=C(Cl)C(=O)c2ccccc2C1=O	0	77*	-4	?	-32	5	0	18
CC(=O)Nc1ccc(NC(=O)CSc2nnc(-c3cccs3)n2N)cc1	-1	-4	-4	1.3	0	0	1	2
COc1cccc(OCC(O)CNC(=O)c2oc3ccc(C)cc3c2C)c1 (centres undefined)	2	-2	-6	0.2	9	-2	0	-5
COc1ccc(S(=O)(=O)Nc2cccc3c2O[C@H](CN(C)C(=O)Nc2c(C)noc2C)[C@@H](C)CN([C@H](C)CO)C3=O)cc1	-4&5	1&20	-6&7	-0.1&0.0	5&0	5&-1	0	0
O=C(O)c1ccnc(Cl)c1	-2	-22	-7	0.1	/	/	/	-4
Cc1ccc(S(=O)(=O)NC2=C(N3CCN(c4ccccc4F)CC3)C(=O)c3ccccc3C2=O)cc1	0	-48	4	0.1	-2	3	/	/
CC(C)NC(=O)N1C[C@@H]2[C@H](c3ccccc31)[C@@H](CO)N2C(=O)c1ccccc1	-10	3	12	0.1	48	1	-2	3
CCOC(=O)CCNCc1ccc(F)cc1	-1	-2	-8	0.0	-4	5	-4	6
O=c1[nH]c(=S)[nH]c2c1C(c1ccc(F)cc1)OC(C1CCCCC1)C2 (centres undefined)	2	-10	8	-0.1	-1	-3	-3	15
COc1ccc(CC(=O)Nc2ccc(C(=O)O)cc2NC(=O)Cc2ccc(OC)cc2)cc1	/	-18	/	-0.6	5	1	-2	6

4 compounds already listed, arranged by SMILES length, high to low:
SMILES	Cneo AK release	LGR2 antag	Statin myotox sup	XiGFP reactiv	S100A4 inh HTS	ERAP1 inh	SIRT5 block	PGC1a acetyl inh
COc1ccc(S(=O)(=O)Nc2cccc3c2O[C@H](CN(C)C(=O)Nc2c(C)noc2C)[C@@H](C)CN([C@H](C)CO)C3=O)cc1	-4&5	1&20	-6&7	-0.1&0.0	5&0	5&-1	0	0
O=c1[nH]c(=S)[nH]c2c1C(c1ccc(F)cc1)OC(C1CCCCC1)C2 (centres undefined)	2	-10	8	-0.1	-1	-3	-3	15
CCN(CC)CCCNC1=C(Cl)C(=O)c2ccccc2C1=O	0	77*	-4	?	-32	5	0	18
CC1CC1C(=O)OCC(=O)Nc1cccc(F)c1 (centres undefined)	-1	-10	1	0.0	0	1	-2	/

New compounds follow
SMILES	Cneo AK release	LGR2 antag	Statin myotox sup	XiGFP reactiv	S100A4 inh HTS	ERAP1 inh	SIRT5 block	PGC1a acetyl inh
O=C(Nc1cccc(Cl)c1)N[C@@H]1CC[C@@H](CCn2cc(Cc3ccccc3)nn2)O[C@H]1CO	-18	1	19	0.3	7	-1	-3	/
CN1CCn2cnc(C(=O)NCc3ccccc3)c2C1=O	0	-23	3	0.0	-1	4	-2	/
Cc1ccc(C)c(NC(=O)CCC(=O)NN=C2CCCC2)c1	0	11	1	0.3	4	-5	-6	/
COc1ccccc1-c1cn(CC[C@H]2CC[C@H](NC(=O)C3CCC3)[C@@H](CO)O2)nn1	1	8	1	-0.3	-14	-1	0	-1
C[C@H](CO)N1C[C@H](C)[C@@H](CN(C)Cc2ccccc2)OCCCC[C@H](C)Oc2ccc(NC(=O)Nc3ccc(C(F)(F)F)cc3)cc2C1=O	-16	0	/	0.4	-7	-1	3	-10
OC1CCN(Cc2ccc(OCc3ccccc3)cc2)CC1	0	-16	4	0.0	1	2	-2	5
Cn1c(=O)c(S(=O)C2CCCCC2)c(O)c2ccccc21 (centres undefined)	/	3	/	0.2	-4	7	-1	/
C[C@@H]1CCCCO[C@H](CN(C)C(=O)Nc2ccccc2)[C@@H](C)CN([C@H](C)CO)C(=O)c2cc(NC(=O)Nc3ccccc3)ccc2O1	-3	18	/	0.2	-1	0	7	0
Cc1ccc(S(=O)(=O)Nc2cc(C)c(O)cc2C)cc1	/	-15	/	0.0	-5	-6	-2	5
COCC(=O)Nc1ccc2c(c1)OC[C@@H](C)N(Cc1cocn1)C[C@@H](C)[C@@H](OC)CN(C)C2=O	-1	-4	-2	0.7	6	-5	-3	12
CN(C(=O)COC(=O)/C=C/c1ccc2ccccc2n1)c1c(N)n(Cc2ccccc2)c(=O)[nH]c1=O	2	2	-16	-0.3	-5	-2	0	-3
CCC(/C=C1\Oc2ccc(OC)cc2N1C)=C\c1sc2ccccc2[n+]1CCCS(=O)(=O)[O-]	2	-4	18	0.0	-91	-2	2	7
COc1ccccc1C(=O)N/C(=C/c1ccc(Br)cc1)C(=O)N1CCOCC1	-1	-17	-5	0.3	-3	18	/	2
COc1ccc2c(c1)OC1(C)CC2C(C(=O)c2ccccc2OC)C(=O)N1 (centres undefined)	1	21	1	0.2	-3	-3	-1	-9
Cc1cccc(NC(=O)CN(C)C(=O)c2ccc3ccccc3n2)c1C	-2	-16	/	0.2	-5	0	-4	/
Cn1nc(C(F)(F)F)c(-c2cccc(C(F)(F)F)c2)c1NC(=O)c1ccco1	3	5	27	0.1	4	-1	/	-15
COC(=O)N/N=C/c1cn(CCOc2ccc(OC)cc2)c2ccccc12	0	12	4	0.0	-2	2	0	-10
COc1cc(C2OC(=O)c3ccccc3S2)cc(OC)c1OC (centres undefined)	-6	2	9	0.2	-2	7	-8	-3
CC1(C(=O)NS(=O)(=O)c2ccccc2)CCN1C(=O)Cc1cccc2ccccc12 (centres undefined)	1	-13	13	0.0	0	1	1	/
CCOC(=O)c1sc(=S)n(C)c1NC(=O)c1ccccc1Cl	-2	-3	/	0.0	-1	-2	-4	/
CC(=O)NC(CCS(C)(=O)=O)C(=O)Nc1ccccc1 (centres undefined)	-2	-53	0	0.0	6	3	-5	-7
Brc1ccc(-c2ccccc2)cc1	1	-6	9	/	0	2	/	2
C[C@H]1CN([C@@H](C)CO)C(=O)c2cc(C#CC3CC3)cnc2O[C@@H]1CN(C)C(=O)CC1CC1	-5	-13	9	-0.6	9	-2	-1	-20
C=CCn1c(=N)n(CC(=O)c2ccc(Br)cc2)c2ccccc21	3	-3	-4	0.4	0	-1	-2	-6
COc1ccc(CCN2C(=O)CS/C2=N\NC(=O)c2cccs2)cc1OC	/	/	/	0.0	-3	0	0	/
O=c1cc(CS(=O)(=O)c2ccccc2)nc(-c2ccncc2)[nH]1	/	/	/	0.1	-1	9	9	-1
O=C(NC(=S)Nc1cccc2c(O)cccc12)c1ccco1	-2	11	6	-0.1	1	-2	-1	-8
COc1ccc(N2CC(C(=O)N(C)CC(=O)Nc3ccc(Cl)c(C(F)(F)F)c3)CC2=O)c(OC)c1 (centres undefined)	/	2	/	-0.1	4	1	4	/
CCC(=O)N1CC2(C1)[C@@H](c1ccccc1)[C@@H](CO)N2Cc1cc(F)ccc1F	/	-2	/	0.2	12	-4	-1	-4
C[C@H](CO)N1C[C@H](C)[C@H](CN(C)Cc2ccc(C(=O)O)cc2)Oc2c(NC(=O)c3cnccn3)cccc2C1=O	61	-9	/	0.0	0	2	3	7
CN(C)S(=O)(=O)c1cccc(NC(=O)COc2cccc3ccccc23)c1	5	-9	11	-0.1	-24	-3	2	-3
COc1ccc(N(CC(=O)Nc2ccc(C(C)C)cc2)S(=O)(=O)c2c(C)noc2C)cc1	-1	9	-2	0.0	0	-1	-1	-1
CC(C)CCNC(=O)C(c1ccncc1)N(CC1CCCO1)C(=O)Cn1nnc(-c2ccc(F)cc2)n1 (centres undefined)	/	13	/	0.4	2	3	-4	/
O=C(Nc1cccc(-n2cccn2)c1)C1CCCN(Cc2ccccc2F)C1 (centres undefined)	1	7	11	-0.2	-1	1	2	/
Cc1cccc(NC(=O)CSc2nc(C)nc3c2c(=O)n(C)c(=O)n3C)c1	3	-3	-3	0.1	-7	1	1	3
Cc1ccc(S(=O)(=O)N(C)C[C@H]2Oc3ccc(NC(=O)Nc4c(C)noc4C)cc3CC(=O)N([C@H](C)CO)C[C@H]2C)cc1	48	-2	-20	-1.1	-3	-1	-2	4

From PubChem BioAssay
